Screening data deposited in PubChem BioAssay by Sanford-Burnham Center for Chemical Genomics.
GRIN3A LBD mod = binders of NR3A ligand-binding domain, primary screen, biophysical, differential scanning fluorimetry, uHTS; Tm shift relative to glycine control, % at 25 µM; Glutamate receptor ionotropic, NMDA 3A (GRIN3A) ligand-binding domain; 340,000 tested, 2.5% active; AID 1259313, 2017; NR3A LBD differential scanning fluorimetry, Tm shift; 0% = protein alone, 100% = glycine-bound protein;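 active means melting temperature shift of at least 10% of the positive control shift, at one fixed dose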
SENP1 FRET inh = human SENP1 catalytic domain inhibitors, primary screen, biochemical, FRET, uHTS; Sentrin-specific protease 1 (Homo sapiens), Q9P0U3; recombinant SENP1 catalytic domain, CyPet-SUMO1-YPet FRET cleavage; inhibition, % at 10 µM; 360,000 tested, 0.21% active; AID 624204, 2012;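 active means inhibition at least 30% at 10 µM, raw YFP signal under a set limit, fluorescence ratio 0.5 to 1.5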;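 further: 0% = enzyme with DMSO and 100% = no enzyme wells; some results filed as inactive read as strong as hits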
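Assay system: hSENP1 catalytic domain, recombinant. Amount: SENP1 enzyme, 20 pM final. Schedule: 50 min reaction, RT, dark. Technique: FRET, CFP and YFP emission. Control set: no-enzyme wells low, DMSO-plus-enzyme wells high control.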
MPTP inh = mitochondrial permeability transition pore inhibitors, primary screen, biochemical, isolated mouse mitochondria, absorbance | 360,000 tested, 1.4% active | Ca2+ swelling absorbance, 30 min | inhibition, % at 10 µM;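 active means inhibition of 50% or more, scaled per plate between neutral and stimulator controls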;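 further: 0% = DMSO wells given calcium and 100% = 1 mM EGTA wells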
hIAP act = human IAP activators, primary screen, biochemical, luminescence, uHTS | Intestinal-type alkaline phosphatase (Homo sapiens), P09923 | AID 2524, 2010 | 330,000 tested, 0.16% active | activation factor at 10 µM | purified human IAP, CDP-Star luminescence, 30 min; active compounds read high; 1 = vehicle-only enzyme, 0 = enzyme-free background;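 active means activation factor of the enzyme at least 2-fold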; further: the source names both 10 and 20 µM as test concentration; values of inactives mirror those of a sister screen read the other way
PfGluPho inh = PfG6PD enzyme inhibitors, primary screen, biochemical, fluorescence intensity, uHTS; glucose-6-phosphate dehydrogenase-6-phosphogluconolactonase (Plasmodium falciparum 3D7); PfGluPho enzyme, NADPH resazurin-diaphorase fluorescence; inhibition, % at 20 µM; 350,000 tested, 0.78% active; AID 504690, 2011;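 active means inhibition reaching at least a set limit at 20 µM in the primary screen, cut at about 59% in these data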;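 further: 0% = DMSO wells with substrate and 100% = DMSO wells lacking glucose-6-phosphate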
SENP6 block = SENP6 protease inhibitors, primary screen, biochemical, luminescence, uHTS; Sentrin-specific protease 6 (Homo sapiens), Q9GZR1; Recombinant SENP6 catalytic domain, aminoluciferin luminescence; inhibition, % at 10 µM; 330,000 tested, 1.8% active; AID 2599, 2010;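 active means inhibition above about 50% at the single tested dose, limit read from the data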;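 further: plate controls were DMSO wells with enzyme for no effect and DMSO wells lacking enzyme for full effect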
Target sequence (Q9GZR1 628-1112 limits assumed): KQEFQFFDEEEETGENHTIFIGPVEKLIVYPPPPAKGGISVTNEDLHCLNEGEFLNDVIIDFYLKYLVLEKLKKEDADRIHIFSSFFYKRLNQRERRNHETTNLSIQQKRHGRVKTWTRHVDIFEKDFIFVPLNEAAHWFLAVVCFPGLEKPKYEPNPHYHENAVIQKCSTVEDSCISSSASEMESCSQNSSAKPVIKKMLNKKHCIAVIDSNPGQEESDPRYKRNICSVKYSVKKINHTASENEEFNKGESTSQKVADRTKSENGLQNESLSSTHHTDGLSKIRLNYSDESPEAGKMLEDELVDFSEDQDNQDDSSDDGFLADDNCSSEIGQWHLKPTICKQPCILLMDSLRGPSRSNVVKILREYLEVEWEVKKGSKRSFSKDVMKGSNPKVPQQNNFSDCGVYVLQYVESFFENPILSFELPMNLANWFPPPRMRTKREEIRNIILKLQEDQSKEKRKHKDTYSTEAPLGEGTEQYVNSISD
SENP8 inh = human SENP8 protease inhibitors, primary screen, biochemical, fluorescence, Nedd8 protein substrate, uHTS; Sentrin-specific protease 8 (Homo sapiens), Q96LD8; recombinant SENP8; inhibition, % at 20 µM; 360,000 tested, 0.64% active; AID 602440, 2012; in the data active means inhibition mostly above about 40%, no sharp cut-off; inactive means mostly below about 27%
Target sequence (Q96LD8 whole entry, looked up): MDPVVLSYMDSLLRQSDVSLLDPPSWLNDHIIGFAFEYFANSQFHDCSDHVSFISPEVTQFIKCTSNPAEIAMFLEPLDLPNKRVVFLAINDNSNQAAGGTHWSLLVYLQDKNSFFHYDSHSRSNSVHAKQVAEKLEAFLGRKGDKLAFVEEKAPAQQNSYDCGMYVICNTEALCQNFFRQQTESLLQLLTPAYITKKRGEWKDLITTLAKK
ATG4B inh = ATG4B protease inhibitors, primary screen, biochemical, fluorescence, uHTS | 340,000 tested, 0.51% active | AID 504462, 2011 | inhibition, % at 8.33 µM | ATG4B cleavage of LC3-PLA2, NBD-HPC fluorescence, 1 h | Cysteine protease ATG4B (Homo sapiens), Q9Y4P1; in the data active means inhibition above about 40%
Target sequence (Q9Y4P1 whole entry, looked up): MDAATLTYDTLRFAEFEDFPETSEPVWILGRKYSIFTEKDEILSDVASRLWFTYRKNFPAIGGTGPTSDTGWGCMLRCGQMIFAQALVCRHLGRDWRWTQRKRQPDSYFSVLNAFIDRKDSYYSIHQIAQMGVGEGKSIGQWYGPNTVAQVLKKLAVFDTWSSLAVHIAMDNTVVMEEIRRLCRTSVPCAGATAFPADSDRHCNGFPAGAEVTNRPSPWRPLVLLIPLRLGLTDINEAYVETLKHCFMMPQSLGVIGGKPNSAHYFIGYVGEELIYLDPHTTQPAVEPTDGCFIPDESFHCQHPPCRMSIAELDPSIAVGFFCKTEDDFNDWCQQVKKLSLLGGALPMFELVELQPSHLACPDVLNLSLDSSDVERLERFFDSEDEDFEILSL
An asterisk follows results filed as active; / = not tested or not shown. Compounds as they come; about 6.7% have a hit in one of these screens.

SMILES	GRIN3A LBD mod	SENP1 FRET inh	MPTP inh	hIAP act	PfGluPho inh	SENP6 block	SENP8 inh	ATG4B inh
CCOc1cc(/C=N/O)cc(Cl)c1OC	-8	0	0.8	1.1	11	11	3	-4
N#CCCN(C(=O)COC(=O)C1CCN(S(=O)(=O)c2ccccc2C(F)(F)F)CC1)c1ccccc1	3	-1	-1.7	/	1	/	10	-2
CC(=O)N/C(=C/c1ccc(Cl)cc1)C(=O)NCCc1c[nH]c2ccccc12	-17	4	1.2	1.3	12	-6	17	-3
Cc1cccc(N(CC(=O)NC(C)(C)C)C(=O)CNC(=O)c2cccs2)c1C	0	1	-0.5	1	15	-6	27	1
COc1cc(C(=O)OC(C)CN2CCCCC2)cc(OC)c1OC (stereo not given)	1	0	0.4	0.9	4	8	6	-1
COc1ccc(Br)c(C(=O)OCC(=O)NC2CC2)c1	-1	0	-2.7	0.98	-6	3	8	1
CC1CC(=O)C2=C(C1)Nc1ccccc1N(C(=O)COc1ccccc1)C2c1ccco1 (stereo not given)	-1	1	0.2	0.95	0	-1	-64	-9
COc1ccc(S(=O)(=O)N2CCN(C(=O)c3cc4c(s3)CCCC4)CC2)cc1	-2	0	-1.7	1	2	-5	-4	-1
FC(F)(F)c1ccc(Sc2n[nH]c(C(F)(F)F)n2)nc1	0	0	5.7	0.99	-8	4	2	-3
CN(C)S(=O)(=O)c1ccc2oc(SCC(=O)NCC(F)(F)F)nc2c1	0	4	0.6	0.88	-9	-5	10	0
C=C(C)CN(CC)C(=O)CSc1ccc(S(=O)(=O)N2CCN(C)CC2)cn1	-1	0	-0.9	0.87	18	-1	1	3
Cc1nc2c(C(=O)NCCC(C)C)c[nH]n2c(=O)c1Cl	-28	0	-2.8	0.95	2	8	-64	17
O=C(NC1CCCC1)c1cccc2c1C(=O)c1ccc(/C=C/c3ccccc3)cc1S2(=O)=O	1	-35	-0.6	1	-12	-17	-260	1
Cc1cccn2c(=O)c3cc(C(=O)NCCN4CCOCC4)c(=N)n(Cc4ccc(F)cc4)c3nc12	1	-38	-0.3	0.98	24	1	-474	-4
CC1(C)CC2CC(C)(CN2S(=O)(=O)c2ccc(C(=O)Nc3ccc(Cl)c(S(=O)(=O)N4CCOCC4)c3)cc2)C1 (stereo not given)	1	3	35	1.3	-15	-8	-25	2
COc1ccccc1C(=O)N1CCN(CCNC(=O)C(=O)Nc2ccc(Br)c(C)c2)CC1	0	2	-1.3	1.3	-2	-15	11	-13
Cc1cc2oc(C(=O)Nc3ccc(S(N)(=O)=O)cc3)c(C)c2cc1Cl	24*	3	3.9	1	-12	-20	-25	-23
CC(=O)N1CCN(CC(=O)Nc2cccc(S(=O)(=O)N3CCCCC3)c2)CC1	2	1	-1.3	1.1	-2	0	-1	-3
CC(C)=CCCC1(C)C=Cc2c(c(C)cc3c2[nH]c2cc(O)ccc23)O1 (stereo not given)	19*	-2	2.7	1.1	44	8	28	2
CC1CCCCC1NC(=O)c1ccc2c(c1)[nH]c(=O)n2C1CCCC1 (stereo not given)	0	1	0.1	1.2	4	-8	14	-3
CNS(=O)(=O)c1cccc(C(=O)OCC(=O)c2cc(C)n(CC3CCCO3)c2C)c1 (stereo not given)	0	2	-0.2	0.98	-14	13	9	-3
CCc1ccc(-c2cc(N)n(-c3ccccc3)n2)cc1	3	13	-4.1	/	19	/	-44	-1
CC12CCC3C(=CCc4cc(O)ccc43)C1CC(=NO)C2O (stereo not given)	-1	2	-0.7	/	5	/	-3	-4
N=C1CCC(=N)c2c1c(O)c1ccccc1c2O	-5	-17	5.8	0.97	48	63*	89*	-3
O=C(CN1CCN(Cc2ccc(Cl)cc2)CC1)N/N=C/c1ccccc1F	2	3	0.0	0.86	12	-13	19	-14

A different layout for part of the listing above:
mol: O=C(NC1CCCC1)c1cccc2c1C(=O)c1ccc(/C=C/c3ccccc3)cc1S2(=O)=O
  GRIN3A LBD mod = 1
  SENP1 FRET inh = -35
  MPTP inh = -0.6
  hIAP act = 1
  PfGluPho inh = -12
  SENP6 block = -17
  SENP8 inh = -260
  ATG4B inh = 1

mol: FC(F)(F)c1ccc(Sc2n[nH]c(C(F)(F)F)n2)nc1
  GRIN3A LBD mod = 0
  SENP1 FRET inh = 0
  MPTP inh = 5.7
  hIAP act = 0.99
  PfGluPho inh = -8
  SENP6 block = 4
  SENP8 inh = 2
  ATG4B inh = -3

mol: CC1(C)CC2CC(C)(CN2S(=O)(=O)c2ccc(C(=O)Nc3ccc(Cl)c(S(=O)(=O)N4CCOCC4)c3)cc2)C1 (stereo not given)
  GRIN3A LBD mod = 1
  SENP1 FRET inh = 3
  MPTP inh = 35
  hIAP act = 1.3
  PfGluPho inh = -15
  SENP6 block = -8
  SENP8 inh = -25
  ATG4B inh = 2

mol: COc1ccccc1C(=O)N1CCN(CCNC(=O)C(=O)Nc2ccc(Br)c(C)c2)CC1
  GRIN3A LBD mod = 0
  SENP1 FRET inh = 2
  MPTP inh = -1.3
  hIAP act = 1.3
  PfGluPho inh = -2
  SENP6 block = -15
  SENP8 inh = 11
  ATG4B inh = -13

5 entries drawn at random from those above:
SMILES	GRIN3A LBD mod	SENP1 FRET inh	MPTP inh	hIAP act	PfGluPho inh	SENP6 block	SENP8 inh	ATG4B inh
Cc1cccc(N(CC(=O)NC(C)(C)C)C(=O)CNC(=O)c2cccs2)c1C	0	1	-0.5	1	15	-6	27	1
C=C(C)CN(CC)C(=O)CSc1ccc(S(=O)(=O)N2CCN(C)CC2)cn1	-1	0	-0.9	0.87	18	-1	1	3
CC1CC(=O)C2=C(C1)Nc1ccccc1N(C(=O)COc1ccccc1)C2c1ccco1 (stereo not given)	-1	1	0.2	0.95	0	-1	-64	-9
N#CCCN(C(=O)COC(=O)C1CCN(S(=O)(=O)c2ccccc2C(F)(F)F)CC1)c1ccccc1	3	-1	-1.7	/	1	/	10	-2
Cc1cc2oc(C(=O)Nc3ccc(S(N)(=O)=O)cc3)c(C)c2cc1Cl	24*	3	3.9	1	-12	-20	-25	-23

(cont.)
SMILES	GRIN3A LBD mod	SENP1 FRET inh	MPTP inh	hIAP act	PfGluPho inh	SENP6 block	SENP8 inh	ATG4B inh
CC(=O)Nc1ccc(S(=O)(=O)NCCC(=O)OCCN2C(=O)c3ccccc3C2=O)cc1	-2	-1	0.7	0.93	-6	4	10	1
O=C(N1CCOCC1)N1CCN(S(=O)(=O)N2CCCCC2)CC1	-10	0	-0.7	1	-3	-8	9	-6
COc1cc2c(cc1NC(=O)CN(C)Cc1cccc(OC)c1OC)oc1ccccc12	-21	3	1.5	1.3	17	-5	-2	20
CCN(CC)CP(=O)(c1ccccc1)c1ccccc1	-2	-2	-1.3	1.2	0	-17	13	-2
Cc1cc2cc(CCNC(=O)c3cccs3)c(=O)[nH]c2cc1C	0	-2	-0.6	1	4	0	-108	-10
O=S(=O)(c1ccc(Cl)nc1)N1CCN(Cc2ccc3c(c2)OCO3)CC1	-2	2	-7.7	1.2	-17	-44	4	-8
Cc1ccc(S(=O)(=O)N(CC(=O)N/N=C/c2cccc(C)c2)c2cccc3cccnc23)cc1	-2	2	0.8	0.83	2	12	14	-4
CC(C)[C@H](NC(=O)N1c2ccccc2NC(=O)[C@@H]1C(C)C)C(=O)N[C@H](Cc1ccccc1)C(=O)O	-2	4	0.5	1	-6	0	40*	-3
CC(C)CC(=O)NC(=S)Nc1ccc(S(=O)(=O)N2CCN(C)CC2)cc1	-2	1	-1.2	1.1	-14	-10	6	6
Cc1nc2ncnn2c(C)c1CCC(=O)N1CCOCC1	0	1	1.4	0.88	-7	0	3	-4
O=C(Nc1ncc2c(n1)CC(c1ccccc1)CC2=O)c1ccco1 (stereo not given)	1	-3	-0.6	1.1	1	0	12	-5
O=C(c1ccco1)N(CCC(c1ccccc1)c1ccco1)Cc1ccccc1 (stereo not given)	0	-8	2.5	1.1	-13	2	10	37
CC(C)(C)[C@H]1CCC(=O)N([C@H](CSc2ccccc2)Cc2ccccc2)CC1	-2	0	2.6	1.1	26	-7	11	-2
Nc1cccc(C(=O)O)c1	2	1	3.7	1.1	2	-6	-34	-3
CN(Cc1ccccc1)C(=O)c1[nH]cnc1C(=O)Nc1ccccc1F	/	0	0.2	/	6	/	17	/
CCCCOc1ccc(CSC2=NCCN2)cc1[N+](=O)[O-]	-2	1	-2.8	1.3	-6	-3	27	16
COc1ccc(C2/C(=C(/O)c3ccccc3)C(=O)C(=O)N2c2ccccn2)cc1OC (stereo not given)	0	8	-2.2	0.94	0	13	14	-4
CCN(CC)C(=O)CN(C)S(=O)(=O)c1cccc2nsnc12	-2	0	0.3	1.1	-11	-5	13	1
COc1cc(C(c2nnnn2C2CCCC2)N2CCN(C(=O)c3ccco3)CC2)cc(OC)c1OC (stereo not given)	0	3	-1.7	0.92	-8	-6	7	3
Brc1ccc(-c2cnnc(N3CCCC3)n2)cc1	0	54	1.1	1.2	7	-2	-8	6
CC(C)CNC(=O)c1cccc(NC(=O)Cc2ccc(Br)cc2)c1	-3	2	2.5	0.89	-30	-9	9	4
Fc1ccc(C(c2nnnn2C2CCCC2)N(Cc2ccco2)CC2CCCO2)cc1 (stereo not given)	1	-1	1.8	1.1	4	-3	15	2
CC(C(=O)Nc1ccc(F)cc1Cl)N(C)CCOc1ccccc1 (stereo not given)	1	3	-0.2	1.2	9	-5	8	-10
CCn1cc(CN2CCN(CCC(C)C)C(CCO)C2)c2ccccc21 (stereo not given)	3	1	-0.9	1.2	10	10	15	3
O=C(NC1CCS(=O)(=O)C1)c1ccc2c(c1)OCO2 (stereo not given)	-1	-1	-0.9	0.99	10	0	7	-2
Further entries follow:
SMILES	GRIN3A LBD mod	SENP1 FRET inh	MPTP inh	hIAP act	PfGluPho inh	SENP6 block	SENP8 inh	ATG4B inh
Cc1cc(=O)oc2cc(NC(=O)C(C)Oc3ccc(F)cc3)ccc12 (stereo not given)	-1	-4	1.0	1.1	-2	-3	-405	-7
O=c1cc(O)sc2ccccc12	-17	-3	-0.4	1.3	-4	-6	6	-9
OCc1nc2ccc(Cl)cc2[nH]1	0	-1	-0.9	1.1	-10	-16	23	7
O=C(CCC1CCCN(C(=O)c2ccco2)C1)NCc1ccccc1F (stereo not given)	-1	2	-0.7	1.1	16	0	11	-16
O=C(CSc1nnc(Cc2ccccc2)n1Cc1ccco1)NC12CC3CC(CC(C3)C1)C2	0	3	0.8	0.99	13	-18	11	31
COc1ccc(S(=O)(=O)Nc2ccc3c(c2)C(=O)N([C@H](C)CO)C[C@H](C)[C@@H](CN(C)Cc2ccncc2)OCCCC[C@@H](C)O3)cc1	/	-2	1.1	/	7	/	0	/
Cc1cc(C)nc(/N=C(\N)Nc2ccc(SC(F)F)cc2)n1	0	1	16	1.1	6	2	32	-5
Cc1cccc(OCC(O)Cn2c(N3CCCCC3)nc3c2c(=O)n(C)c(=O)n3C)c1 (stereo not given)	-1	3	-1.0	1	-11	-8	0	2
CCOC(=O)c1ccc(N2C(=O)C(CC(N)=O)N(NC(=O)c3cccc(F)c3)C2=S)cc1 (stereo not given)	1	2	1.3	0.94	-28	-15	3	-2
NC(=O)c1nsc(C(=O)N(CC(=O)NC2CCCCC2)c2ccc(Cl)cc2)c1N	-2	-13	0.5	0.97	-8	-15	-315	4
